# EPAC1 antag: blocks human EPAC1 exchange factor; EPAC1 GEF assay, Rap1b-BODIPY-GDP exchange fluorescence; Potency, µM (doses to about 115 µM), for inactives: at the highest dose activity change, negative = inhibition, most hits filed as inhibitors; hit rate 0.14% among 360,000; O95398;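 further: potency means the concentration at half of the fitted maximal effect; plate controls were vehicle for no effect and positive control for full effect; nearly all actives have a fitted effect of over 50% in size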
# Target sequence (O95398 whole entry, looked up): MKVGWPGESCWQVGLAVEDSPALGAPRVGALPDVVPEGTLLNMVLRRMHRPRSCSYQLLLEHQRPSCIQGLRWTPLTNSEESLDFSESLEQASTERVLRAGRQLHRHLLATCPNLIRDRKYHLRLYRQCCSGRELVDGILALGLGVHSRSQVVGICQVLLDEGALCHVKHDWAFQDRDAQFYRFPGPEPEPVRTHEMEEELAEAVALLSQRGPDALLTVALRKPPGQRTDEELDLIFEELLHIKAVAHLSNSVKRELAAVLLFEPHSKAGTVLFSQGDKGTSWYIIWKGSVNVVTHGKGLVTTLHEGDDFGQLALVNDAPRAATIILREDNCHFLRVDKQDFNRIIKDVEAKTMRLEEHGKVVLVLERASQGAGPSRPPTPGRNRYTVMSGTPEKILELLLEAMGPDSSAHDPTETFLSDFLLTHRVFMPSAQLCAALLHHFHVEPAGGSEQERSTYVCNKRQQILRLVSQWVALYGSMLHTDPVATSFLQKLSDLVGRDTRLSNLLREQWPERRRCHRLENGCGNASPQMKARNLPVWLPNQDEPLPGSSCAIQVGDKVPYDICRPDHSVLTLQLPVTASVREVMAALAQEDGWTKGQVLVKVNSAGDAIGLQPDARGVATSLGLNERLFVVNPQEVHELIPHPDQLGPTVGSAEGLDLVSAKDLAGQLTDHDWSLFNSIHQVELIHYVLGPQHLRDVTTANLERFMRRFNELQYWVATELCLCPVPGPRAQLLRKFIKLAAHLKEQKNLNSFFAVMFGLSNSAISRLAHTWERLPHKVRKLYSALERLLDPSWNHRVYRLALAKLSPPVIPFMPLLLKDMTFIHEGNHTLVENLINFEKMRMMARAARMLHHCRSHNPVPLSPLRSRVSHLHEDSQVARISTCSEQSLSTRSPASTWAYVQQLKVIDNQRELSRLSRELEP
# IL-2 act: activators of IL-2 | IL-2 activation reporter assay, cell-based qHTS; stimulated with anti-CD3/CD4/CD28 beads; in transgenic mouse T cells | activation, % (series mostly up to about 46 µM) | hit rate 0.065% among 360,000; in the data active means activation above about 50%; inconclusive means mostly about 30% to 49%; further: 0% is about no effect
#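 Quantitative HTS in unstimulated transgenic mouse T cells, with memory T cells as non-tolerant control and PMA/ionomycin as tolerance-bypass control. Compound pretreatment lasted 60 minutes before 18 h bead stimulation; EGFP/DsRed fluorescence read.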
# PTHR1 agonist: agonists of human PTHR1 parathyroid hormone receptor; Q03431; HEK293 GP2 PTHR1 cells, GloSensor cAMP luminescence, 1 h; Potency, µM (titrated, usually from 115 µM), inactives show at the highest dose activation, most hits filed as activators; hit rate 0.075% among 410,000; further: potency means the concentration at half of the fitted maximal effect; nearly all actives have a fitted effect of over 55% in size; some results filed as inactive show a strong effect at the top dose; inactives centre near -15; many of its hits are not listed in these tables
#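 HEK-293-derived GP2 cells expressing PTHR1 and a GloSensor cAMP reporter, 3,000/well, plated overnight, given luciferin plus IBMX (each 0.5 mM as added) for 1 h at 37 °C, then compound for 1 h at 37 °C. Luminescence was read after 15 min at room temperature.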
# PI5P4Ka inh: PI5P4K alpha (human) kinase inhibition. PI5P4Kalpha enzyme, ADP-Glo luminescence, 60 min; active compounds read low. max response, %. hit rate 1.2% among 330,000; active means max response of -50% or lower; inconclusive means between -30% and -50%; inactive means -30% or higher; further: value at the top dose of about 77 µM; on the % scale 0 is the no-effect control and ±100 the full control effect
#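 Luminescence from ADP-Glo served as readout of PI5P4Kalpha activity in a qHTS format. Reaction: enzyme, substrate, compound, ATP at 5 microM final, 60 min at RT.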
# GLP1R cytotox: cytotoxicity counter-screen for GLP-1 receptor inverse agonists. HEK293 cAMP-luciferase reporter cells, luminescence, 24 h. Potency, µM (doses to about 38.3 µM), for the others: top-dose activity change, negative = inhibition, actives largely listed as inhibitors. hit rate 0.13% among 410,000;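 further: loss of luciferase light is scored as toxicity; potency means the concentration at half of the fitted maximal effect; on the % scale 0 is the no-effect control and ±100 the full control effect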
#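 Cells in DMEM/10% Nu serum/1% pen-strep, 1536-well format. Pre-incubated 12 h, dosed with 23 nL compound, incubated a further 24 h. Luciferase detection, 12 min at room temp, luminescence.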
# GLP-1R inv ag: acts as inverse agonist at human GLP-1 receptor. P43220. HEK293 GLP-1R CRE-luciferase, luminescence, 24 h; GLP-1R form is constitutively active. Potency, µM (titrated, usually from 38.3 µM), for inactives: at the highest dose activity change, negative = inhibition, usual class: inhibitors. hit rate 1.6% among 410,000; further: potency means the concentration at half of the fitted maximal effect; on the % scale 0 is the no-effect control and ±100 the full control effect; nearly all actives have a fitted effect of over 55% in size
#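 Readout was luciferase luminescence, measured 12 min after detection reagent at room temperature. Beforehand, GLP-1R reporter HEK293 cells had sat 12 h, then received compounds for 24 hr at 37 deg C.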
# PLK1 PBD block: PLK1 (human) polo-box domain binding inhibition | P53350 | Plk1 PBD binding of FITC phosphopeptide, fluorescence polarization | Potency, µM, for inactives: max response, negative = inhibition, most hits filed as inhibitors | hit rate 2.8% among 360,000 | AID 720504; further: potency means the concentration at half of the fitted maximal effect; series mostly up to about 57 µM; on the % scale 0 is the no-effect control and ±100 the full control effect; nearly all actives have a fitted effect of over 65% in size
# GLP1R ag: agonists of human GLP-1 receptor. P43220. HEK293 GLP-1R CRE-luciferase, luminescence, 4-6 h; cells express a hypersensitive GLP-1R form. Potency, µM (highest dose often 45.6 µM), without a hit: at the highest dose activation, most hits filed as activators. hit rate 0.007% among 380,000; further: potency means the concentration at half of the fitted maximal effect; % of control where 0% means no effect
# EPAC1 agonist: EPAC1 (human) agonism; EPAC1 agonist qHTS, biochemical assay; response scale: 100% = response to 6.5 mM cAMP; O95398; AID 720707; hit rate 0.073% among 360,000; Potency, µM (titrated, usually from 154 µM), for the others: top-dose activation, most hits filed as activators; further: potency means the concentration at half of the fitted maximal effect; nearly all actives have a fitted effect of over 60% in size
#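 Multi-concentration qHTS readout: loss of Rap1B-bound BODIPY-GDP fluorescence driven by 100 nM EPAC1 with excess GDP (50 uM), monitored kinetically at room temperature; agonist response expressed relative to 6.5 mM cAMP.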
# Active calls of the source: *; i = inactive; ? = inconclusive; . = not tested or not shown; [ ] = dose if it differs, or a comment. Unless noted, the call rests on the fitted dose curve; in most records, active means well fitted curve in the direction sought with a large enough effect; inconclusive means small, poorly fitted or top-dose-only effect, or another doubt; inactive means no such curve, though single readings can be large; an effect the other way counts as inactive or inconclusive. Some of the compounds tested, so the mix of outcomes need not match the whole.
# Each structure is followed by: EPAC1 antag, IL-2 act, PTHR1 agonist, PI5P4Ka inh, GLP1R cytotox, GLP-1R inv ag, PLK1 PBD block, GLP1R ag, EPAC1 agonist
CCOc1ccc(NC(=O)C2CC(=O)N(C)C(=Nc3ccc4c(c3)OCO4)S2)cc1 (stereo not drawn)
→ -1%, -1.3, i, ., 7%, 32%[activator], -9%, -5%, -1%
CC(=O)N1c2ccc(S(=O)(=O)N3CCC(C(=O)NC4CCCC(C)C4C)CC3)cc2CC1C (stereo not drawn)
→ 1%, 0.3, -33%, 1, -33%, 56%[activator], 1%, 9%, -8%
Cc1cc2oc(=O)cc(CSc3nc(N)cc(N)n3)c2cc1C(C)C
→ -10%, 0.6, -16%[57.5 µM], -6, 2%, -29%, 0%, 8%, 4%
COc1ccccc1-c1noc(CSc2nc(N)cc(=O)[nH]2)n1
→ ?, 0.4, i, 5, 1%, 17%, -14%, 7%, -2%
CC(=O)C(C)Sc1nnc(-c2ccccc2F)n1C1CC1 (stereo not drawn)
→ -13%, -2.5, i, 0, -1%, -12%, -9%, 3%, -2%
Cc1ccc2cc(C#N)c(N3CCN(C(=O)c4ccccc4)CC3)nc2c1
→ -9%, -0.8, -13%, -8, -5%, -19%, -6%, -6%, 3%
CCOc1ccccc1OCCCNCc1ccccc1
→ -12%, 1.6, i, 1, 4%, ?, -7%, -9%, -5%
O=C1CCCc2c1ccc1ccccc21
→ 0%, -0.3, i, 4, -2%, 9%, 3%, 4%, -9%
Cc1cccc(C)c1NC(=O)Cn1c(=O)n(CCCC(=O)NCc2ccco2)c(=O)c2sccc21
→ 8%, -2.7, -22%[57.5 µM], ., -16%, 7%, -9%, -17%, 4%
Cc1ccc(N(C(=O)c2csnn2)C(C(=O)NC2CCCC2)c2ccccn2)c(C)c1 (stereo not drawn)
→ 3%, 1.0, i, 6, 7%, 2%, 3%, 1%, -1%
CC1(c2nc3ccccc3[nH]2)CCC(=O)N1Cc1cccs1 (stereo not drawn)
→ 2%, 0.4, -16%, -1, 1%, 20%, -1%, -1%, 3%
O=C(Nc1cccc(NC(=O)c2cccnc2Cl)c1)c1ccco1
→ 15%, 0.0, -7%[57.5 µM], -6, -7%, 8%, -6%, -5%, 2%
O=C(NCc1ccccn1)Nc1ccc(Br)cc1
→ 12%, 2.6, i, -2, -6%, 3%, -5%, -4%, -1%
Cc1cccc(NC(=S)N/N=C/c2cccc([N+](=O)[O-])c2)c1
→ 2%, -1.8, -20%, -4, ?, ?, -6%, 6%, -5%
CCOC(=O)Cn1c(C(=O)OCC)cc2sccc21
→ -9%, -1.5, ?, ., 27%, -20%, 5%, 12%, 6%

# The list goes on, starting with the last 5 of the part before.
# Each structure is followed by: EPAC1 antag, IL-2 act, PTHR1 agonist, PI5P4Ka inh, GLP1R cytotox, GLP-1R inv ag, PLK1 PBD block, GLP1R ag, EPAC1 agonist
CC1(c2nc3ccccc3[nH]2)CCC(=O)N1Cc1cccs1 (stereo not drawn)
→ 2%, 0.4, -16%, -1, 1%, 20%, -1%, -1%, 3%
O=C(Nc1cccc(NC(=O)c2cccnc2Cl)c1)c1ccco1
→ 15%, 0.0, -7%[57.5 µM], -6, -7%, 8%, -6%, -5%, 2%
O=C(NCc1ccccn1)Nc1ccc(Br)cc1
→ 12%, 2.6, i, -2, -6%, 3%, -5%, -4%, -1%
Cc1cccc(NC(=S)N/N=C/c2cccc([N+](=O)[O-])c2)c1
→ 2%, -1.8, -20%, -4, ?, ?, -6%, 6%, -5%
CCOC(=O)Cn1c(C(=O)OCC)cc2sccc21
→ -9%, -1.5, ?, ., 27%, -20%, 5%, 12%, 6%
COc1ccc(OCC(=O)OC(C)CN2CCOCC2)cc1 (stereo not drawn)
→ -9%, -1.0, -10%[57.5 µM], -3, 6%, 2%, -1%, -6%, -6%
Cc1cc(C)n2nc(C(=O)N3CCCC(N4CCN(c5ccccc5C)CC4)C3)cc2n1 (stereo not drawn)
→ -18%, -3.2, -15%, 4, -8%, -4%, 4%, 3%, 5%
CCN1C(=O)[C@H]2[C@@H](c3ccc(-c4ccc(F)cc4)c(OC)c3)N[C@@](Cc3ccccc3)(C(=O)OC)[C@H]2C1=O
→ 9%, 0.3, 3%, 0, 2%, -18%, 2%, 4%, -4%
Cc1[nH]c2ccc(F)cc2c1CCN(Cc1ccncc1)C(=S)Nc1ccc(F)cc1
→ -1%, -4.2, 13%, 0, -21%, ?, 4%, 1%, 3%
O=S(=O)(CC(O)COc1ccc(Br)cc1)c1ccccc1 (stereo not drawn)
→ 7%, -0.2, -15%, 4, -25%, ?, 6%, 11%, 5%
CCCCN1C2=NCCCN2c2cc(C)c(C)cc21
→ 10%, 0.0, -6%, -1, -24%, ?, -7%, -13%, -5%
COc1ccc(NC(=O)C(=O)N/N=C/c2cccnc2)c(OC)c1
→ 7%, -1.9, -5%[57.5 µM], ., -26%, 0%, -4%, 3%, -4%
COc1ccc(NC(=O)C[C@H]2C(=O)N(c3ccc(Br)cc3)C[C@@H]2C)cc1
→ -3%, 1.7, -92%[inhibitor], 0, 3%, 12%, 8%, 2%, -4%
CCC(C)(CC(=O)N(C)CCC#N)c1ccccc1 (stereo not drawn)
→ 3%, 1.7, -21%[57.5 µM], 0, -3%, -1%, 0%, 0%, 2%
O=C(COC(=O)CCNS(=O)(=O)c1cccs1)Nc1cc(C(F)(F)F)ccc1Cl
→ -4%, -0.1, -34%[inhibitor], -4, -16%, 2%, 2%, -3%, -3%
COc1cc(C(=O)NCCNC(=O)c2cc(OC)c(C)c(OC)c2)cc(OC)c1C
→ -5%, -1.2, i, -10, -8%, -10%, -6%, 4%, -13%
COc1ccc(Cl)cc1-c1nc(SCC(=O)NC2CCS(=O)(=O)C2)n[nH]1 (stereo not drawn)
→ -10%, -0.1, -2%, 9, 3%, 12%, -7%, 11%, 10%
Cc1[nH]c2ccccc2c1C(=O)CSc1ccc(F)cc1
→ 10%, -2.3, i, 17, 12%, -7%, -10%, 3%, -5%
CC1=C(c2ccccc2)SC2=NCCN21
→ -1%, -2.7, ?, 0, 11%, -15%, -12%, -4%, -11%
NC(=S)N/N=C/c1coc2ccc(Br)cc2c1=O
→ -1%, 0.9, -9%, -22, 3%, 6%, -6%, 8%, 5%

# Following part
# Each structure is followed by: EPAC1 antag, IL-2 act, PTHR1 agonist, PI5P4Ka inh, GLP1R cytotox, GLP-1R inv ag, PLK1 PBD block, GLP1R ag, EPAC1 agonist
CC1(C)C2CCC1(CS(=O)(=O)N1CCN(c3ccccc3F)CC1)C(=O)C2 (stereo not drawn)
→ 26%, -3.2, -2%, -3, -10%, ?, ?, -2%, -7%
CCCCNC(=O)C1CC(=O)N(CCc2ccc(C)cc2)C1 (stereo not drawn)
→ 9%, -0.2, i, 0, -1%, -13%, -7%, 16%, 12%
Cc1cc(OCc2cc(C(=O)N(C)Cc3nonc3C)no2)cc(C)c1Cl
→ -17%, -5.7, -34%[inhibitor], 22, -2%, ?, ?, 17%, 6%
CC(CCc1ccccc1)NC(=O)COC(=O)C12CC3CC(CC(Br)(C3)C1)C2 (stereo not drawn)
→ 10%, -0.6, -11%, 12, -4%, -29%, 0%, 4%, -5%
CC(/C=N/NC(=O)Cc1cccs1)=C\c1ccccc1
→ 3%, -3.7, i, 0, -9%, -1%, 2%, 2%, -8%
Cc1cc(C)n(CCC(=O)N/N=C/c2cccc([N+](=O)[O-])c2)n1
→ -23%, 0.5, -7%, 0, 4%, 4%, -6%, -6%, 5%
COc1cccc(/C=C2/CN(C)CC3=C2OC(N)=C(C#N)C3c2cccc(OC)c2)c1 (stereo not drawn)
→ -30%, 3.2, -2%, -10, 15%, ?, -9%, 10%, 30%
COCc1cc(C)nc(NC2CCCCC2)c1C#N
→ 5%, -2.7, i, 0, -7%, ?, 1%, 8%, 1%
O=C1CN=C(Nc2ccccc2Cl)N1c1ccccc1
→ 5%, -0.3, -5%[57.5 µM], -5, 0%, 1%, -3%, 0%, -9%
CCOc1ccc(N(C(C)C(=O)N2CCOCC2)S(C)(=O)=O)cc1 (stereo not drawn)
→ 11%, 0.3, -1%, -8, -3%, 7%, -15%, -12%, 3%
COc1ccc(NC(=O)C2(C)CCN2CC2CCCCC2)cc1OC (stereo not drawn)
→ -3%, -0.4, i, -5, 3%, -10%, -15%, 34%, 0%
COc1cc(Br)cc(C2C3=C(CCCC3=O)N(c3ccc(F)cc3)C3=C2C(=O)CCC3)c1O
→ 5%, 0.1, -26%, 1, -1%, 1%, -1%, 6%, -6%
Cc1ccc(NC(=O)c2ccc(Nc3ccccc3F)nc2)cc1
→ 0%, 1.2, -12%, ?, -13%, ?, -5%, 3%, 4%
Cc1ccc(NC(=O)CSc2nnc(-c3cc(C)[nH]n3)n2N)c(C)c1
→ -26%, -0.2, 13%, -3, -1%, 9%, -20%, -2%, 10%
Cc1cccc(N2CCN(C(=O)C(Cc3ccccc3)n3cccc3)CC2)c1C (stereo not drawn)
→ -9%, -0.1, -46%[inhibitor], 4, -30%, ?, -17%, 0%, -1%

# 3 compounds from above, sorted by their value in EPAC1 antag, rising.
SMILES	EPAC1 antag
Cc1cc(C)n(CCC(=O)N/N=C/c2cccc([N+](=O)[O-])c2)n1	-23%
COc1ccc(NC(=O)C2(C)CCN2CC2CCCCC2)cc1OC (stereo not drawn)	-3%
O=C1CN=C(Nc2ccccc2Cl)N1c1ccccc1	5%

# Other entries
# Each structure is followed by: EPAC1 antag, IL-2 act, PTHR1 agonist, PI5P4Ka inh, GLP1R cytotox, GLP-1R inv ag, PLK1 PBD block, GLP1R ag, EPAC1 agonist
C=CCn1c(=O)c2ccc(C(=O)NCc3ccccc3)cc2n(Cc2ccc(C)cc2)c1=O
→ 7%, -1.6, i, 3, 7%, 1%, -1%, -2%, -10%
Cc1ccc(N2CCN(C(=O)CN3C(=O)c4ccccc4C3=O)CC2)cc1
→ -23%, -1.2, -8%, 2, 13%, 3%, -6%, -1%, 3%
COc1cc(C[C@H](C)[C@H](C)Cc2ccc3c(c2)OCO3)ccc1O
→ -14%, -0.5, -15%, 39, 6%, -28%, 2%, 24%, -16%
COCCCn1c(=N)c(C(N)=S)cc2c(=O)n3cccc(C)c3nc21
→ -10%, 0.8, -11%, -30, ., 179%[activator], -24%, 6%, -1%

# High-throughput results (PubChem)
